USP10 inh: inhibitors of human USP10 deubiquitinase | purified USP10, Ub-rhodamine fluorescence, 60 min | inhibition, % at 20 µM | actives 1.1% (n = 47,000)
UCHL1 inh: inhibitors of human UCHL1 deubiquitinase; Ubiquitin carboxyl-terminal hydrolase isozyme L1 (Homo sapiens), P09936; purified UCHL1, Ub-rhodamine cleavage fluorescence; inhibition, % at 20 µM; actives 0.2% (n = 47,000); AID 1645859, 2021
Target sequence (P09936 whole entry, looked up): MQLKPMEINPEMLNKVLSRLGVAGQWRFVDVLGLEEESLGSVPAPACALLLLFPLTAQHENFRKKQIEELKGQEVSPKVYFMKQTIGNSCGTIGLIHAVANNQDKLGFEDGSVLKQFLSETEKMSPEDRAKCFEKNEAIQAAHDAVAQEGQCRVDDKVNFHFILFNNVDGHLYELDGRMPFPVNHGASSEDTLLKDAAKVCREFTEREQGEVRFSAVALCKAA
USP17 inh: inhibitors of human USP17 deubiquitinase; AID 1645855, 2021; actives 6.5% (n = 47,000); inhibition, % at 50 µM; Ubiquitin carboxyl-terminal hydrolase 17-like protein 5 (Homo sapiens), A8MUK1; purified USP17, Ub-rhodamine cleavage fluorescence, 3 h
Target sequence (A8MUK1 whole entry, looked up): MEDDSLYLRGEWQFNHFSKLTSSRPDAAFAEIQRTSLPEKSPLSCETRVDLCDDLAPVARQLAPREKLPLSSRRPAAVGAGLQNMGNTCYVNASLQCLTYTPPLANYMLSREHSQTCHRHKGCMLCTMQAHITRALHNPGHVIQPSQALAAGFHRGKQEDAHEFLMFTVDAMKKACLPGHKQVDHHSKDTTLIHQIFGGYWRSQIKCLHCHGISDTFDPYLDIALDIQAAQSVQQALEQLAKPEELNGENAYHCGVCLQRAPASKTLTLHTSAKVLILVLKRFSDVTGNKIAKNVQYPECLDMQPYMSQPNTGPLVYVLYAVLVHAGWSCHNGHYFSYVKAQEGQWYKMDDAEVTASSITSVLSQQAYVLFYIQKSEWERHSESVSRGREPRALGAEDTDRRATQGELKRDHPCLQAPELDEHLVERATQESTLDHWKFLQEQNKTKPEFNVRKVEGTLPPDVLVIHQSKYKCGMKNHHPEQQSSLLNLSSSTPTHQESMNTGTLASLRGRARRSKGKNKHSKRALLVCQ
USP28 block: inhibitors of human USP28 deubiquitinase; Ubiquitin carboxyl-terminal hydrolase 28 (Homo sapiens), Q96RU2; purified USP28, Ub-rhodamine cleavage fluorescence, 30 min; inhibition, % at 25 µM; actives 3% (n = 47,000)
OTUD3 inh: inhibitors of human OTUD3 deubiquitinase; inhibition, % at 25 µM; AID 1645858, 2021; OTU domain-containing protein 3 (Homo sapiens), Q5T2D3; purified OTUD3, Ub-rhodamine fluorescence, 2 h; actives 0.7% (n = 47,000)
USP30 block: inhibitors of human USP30 deubiquitinase; Ubiquitin carboxyl-terminal hydrolase 30 (Homo sapiens), Q70CQ3; actives 5.3% (n = 47,000); purified USP30, Ub-rhodamine cleavage fluorescence; inhibition, % at 25 µM
USP8 inh: inhibitors of human USP8 deubiquitinase | purified USP8, Ub-rhodamine cleavage fluorescence, 30 min | actives 4.2% (n = 47,000) | inhibition, % at 20 µM | AID 1645853, 2021
USP7 inh: inhibitors of human USP7 deubiquitinase; inhibition, % at 20 µM; purified USP7, Ub-rhodamine cleavage fluorescence; AID 1645854, 2021; actives 0.3% (n = 47,000)
Starred values were filed as active, the others as inactive; i = inactive; . = not tested or not shown. Cut-off read from the data, not from the text of the source: active = inhibition above about 30%; inactive = the rest.

SMILES	USP10 inh	UCHL1 inh	USP17 inh	USP28 block	OTUD3 inh	USP30 block	USP8 inh	USP7 inh
O=C(Nc1ccc(F)cc1F)c1cc(-c2ccccn2)n[nH]1	13	5	9	-7	-3	17	52*	12
CCc1nc(=O)c2ccccc2n1C1=CCN(C(=O)c2c(C)noc2C)CC1	-1	-1	10	2	-1	0	8	2
COc1ccc(Cn2c(C(=O)O)c(CNCCC3=CCCCC3)c3ccccc32)cc1	-3	-6	5	12	-9	-6	-2	-13
FC(F)(F)c1cc(C(F)(F)F)c2ccc(N3CCC4(CC3)OCCO4)nc2n1	-2	4	30*	-1	2	30	9	4
CC(C)(C)OC(=O)N1Cc2ccccc2C[C@@H]1C(=O)NCc1cccs1	2	0	6	10	8	23	28	-5
CC1CCN(C(=O)c2csc(S(=O)(=O)NC3CC3)c2)CC1	1	3	14	14	9	18	23	4
Cc1ccc(-n2c3c(c(=O)[nH]c2=O)CN(C2CCCC2)CN3)cc1	-1	-5	-1	-3	-5	-14	17	0
O=C(CCc1nnc2c(=O)n(-c3cccc(F)c3)ccn12)NC1CCCCCC1	-1	3	3	11	13	6	-1	2
Cc1cc(C)cc(OCc2cc(=O)n3c(C)csc3n2)c1	0	1	14	2	1	7	11	7
Cc1cccc(CN2CCN(CC(=O)NCc3ccc4c(c3)OCO4)C2=O)c1	0	8	2	1	10	11	1	0
COc1cc(OC)cc(C(=O)Nc2cccc(N3CCCC3=O)c2)c1	0	-3	5	29	-1	-1	-12	-4
CC1CCN(S(=O)(=O)N2CCCC(C(=O)NCc3ccccc3)C2)CC1 (stereo not given)	4	1	27	14	9	36*	10	0
CCC1CCCCN1Cc1ccc(CNC(=O)CCc2nnc3ccc(N4CCCCC4)nn23)o1 (stereo not given)	-8	-1	-4	-2	6	-26	11	-1
COc1ccc(NC(=O)N2CCn3cccc3C2c2ccc(F)cc2)cc1OC (stereo not given)	-8	-1	-47	-28	-34	-183	-119	-12
O=C1CC(c2ccc(S(=O)(=O)Nc3cc(C(F)(F)F)cc(C(F)(F)F)c3)cc2)CN1 (stereo not given)	10	2	10	7	5	2	17	9
O=C(NCC1CCN(c2cc(-c3ccncc3)[nH]n2)CC1)C1CCCCC1	-6	-22	-35	-14	-6	-25	-158	-26
CC(=O)N1CC2(CCN(C(=O)Nc3ccccc3)CC2)C2(CCN(C)C2=O)C1 (stereo not given)	-2	-1	3	10	9	22	-23	4
Cc1ccc(CC(=O)N2C[C@H]3N(C)C(=O)c4ccccc4C(=O)[C@@]3(C)C2)cc1	1	-1	5	5	8	-81	12	2
Cc1cccc(CNC(=O)CCc2c(C)nn(-c3cc(N4CCCC4)ncn3)c2C)c1	-4	0	-8	-5	4	-31	-11	-6
Cc1ccc2c(c1C)NC(=O)[C@]21[C@@H]2C(=O)N(c3ccc(F)c(Cl)c3)C(=O)[C@@H]2[C@@H]2CCCN21	-6	-152	-107	-143	-150	i	-135	-172
COc1ccccc1NC(=O)c1cc(Br)cc(Cc2ccccc2)c1O	17	5	25	15	16	13	49*	-31
O=C(CN1CCCc2ccccc21)Nc1ccc2c(c1)OCO2	-9	-25	-72	-73	-51	-263	-11	-20
COc1ccccc1Nc1ncc(C(=O)NCc2ccc(F)cc2)c2ccccc12	7	3	35*	-4	-2	-29	71*	7
CN1C(=O)C2(CCN(C(=O)Cc3cccc(F)c3)C2)c2ccccc21 (stereo not given)	-2	-1	-18	-13	4	-25	-35	-3
COCCn1c(=O)[nH]c2cc(-c3nc(-c4ccc(F)cc4)no3)ccc2c1=O	1	0	-1	-5	-5	-5	5	0
Cc1ccccc1CN1C[C@@H]2C[C@@H](O)CN2C[C@@H]1Cc1ccccc1	-5	-8	-49	-55	-48	-256	-33	-8
O=C(CSc1nc(=O)n(Cc2ccncc2)c2c1CCC2)NCCc1ccccc1	-2	0	0	0	5	0	-5	3
O=C1COc2ccc(S(=O)(=O)NC3CCOc4ccccc43)cc2N1 (stereo not given)	-7	-35	-68	-25	-15	-162	-74	-48
CCC1CN(CC(=O)N2CCC(C(N)=O)CC2)c2ccccc2S1 (stereo not given)	-4	-3	-17	-19	-19	-62	-22	-6
CC(C)NC(=O)c1nc(-c2ccc3cc[nH]c3c2)no1	1	0	-6	-1	-1	-12	-14	-2
CC(C)c1nc2sc3c(N(CCO)CCO)ncnc3c2c2c1COC(C)(C)C2	-6	3	10	19	16	60*	5	0
COc1cc(N2CC[C@@H]3[C@@H]2CCN3C(=O)NC2CCCC2)ncn1	-7	-4	-14	-5	-9	-77	-24	-5
O=S(=O)(c1ccccc1)c1cnn2c(-c3ccco3)ccnc12	-7	-17	-14	.	8	.	-27	-11
COc1ccc(OC)c(NC(=O)Cn2c(=O)n(C3CCCCC3)c(=O)c3ccccc32)c1	43*	-3	24	13	12	28	18	-3
O=C(CC1c2ncccc2C(=O)N1c1ccccc1)NCc1cccc(F)c1 (stereo not given)	0	2	13	9	13	21	28	7
O=c1c2ccccc2nc2c(-c3nc(-c4cccc(C(F)(F)F)c4)no3)cccn12	-6	-149	-148	-228	-167	i	-219	-133
O=C(O)Cc1ccc2oc(-c3cccnc3)nc2c1	2	5	-4	4	5	-5	2	0
Cc1c(C)n(Cc2ccncc2)c2ncnc(NCc3cccnc3)c12	4	1	-7	-3	-1	8	-8	1
O=C(c1ccnnc1)N1C[C@H](OCC2CC2)[C@H]2COC[C@H]21	0	0	4	10	13	14	-26	3
Cn1c(=O)c2nc(SCC(=O)NC3CCCCC3)n(C)c2n(C)c1=O	3	0	0	0	-2	5	5	0
CCC(C)NC(=O)Cn1c(=O)n(Cc2ccccc2)c(=O)c2nscc21 (stereo not given)	0	0	4	0	4	9	1	-5
Cc1cc(C)cc(NC(=O)c2c3c(nc4ccccc24)CCN(Cc2ccccc2)C3)c1	-4	-39	-65	-61	-72	-378	14	-36
COC(=O)c1cccc(Nc2c(-c3ccccc3)nc3cnc(Br)cn23)c1	-10	-29	-68	-25	-67	-279	-53	-35
COc1ccc(Cn2c(C)cc(O)c(C(c3ccccc3)N3CCN(C)CC3)c2=O)cc1 (stereo not given)	1	-1	-3	-7	-5	-26	11	-3
Cc1cccc(N2CCN(C(=O)c3cc(C)n4nccc4n3)CC2)c1	0	1	8	11	13	15	11	2
O=C(c1ccc2c(c1)OCO2)N1CC(C(=O)N2CCN(c3ncccn3)CC2)C1	2	2	1	15	16	18	-14	4
Oc1ccc2c3c1[C@@H](O)C1OC1[C@]31Oc3cccc4c3[C@](C=C[C@@H]4O)(O2)O1 (stereo not given in full)	-11	0	46*	4	-7	-54	3	-5
CCn1cnc2c1CN(C(=O)c1ccc3c(c1)OCO3)CC2	6	4	3	5	8	-3	-115	7
O=C(Oc1cccc([N+](=O)[O-])c1)C(c1ccccc1)c1ccccc1	8	4	12	10	24	25	-61	-27
O=C(CSc1nnc(-c2ccco2)n1C1CCCCC1)Nc1ccc2[nH]c(=O)[nH]c2c1	-3	0	1	-19	-18	-37	-29	-9
COc1ccc(CNc2c(C(=O)O)cnc3c2cnn3C)cc1	4	3	9	3	7	10	10	7
Cc1ccccc1Cn1cc(NS(=O)(=O)c2c(C)n[nH]c2C)cn1	2	5	11	.	2	.	3	4
CCOc1ccc(-c2nc3c(c(SCC(N)=O)n2)Cc2cc(C)ccc2O3)cc1	0	-1	26	-8	-2	2	8	5
CCN(c1ccc(NC(=O)CSc2nccc(=O)[nH]2)cc1)C(C)C	3	6	12	-3	2	-12	59*	6
CC(=O)OC(C(=O)Nc1sc2c(c1C#N)CCCC2)c1ccccc1 (stereo not given)	6	4	5	18	10	12	5	1
CN(C(=O)CN1CN(c2cccc(F)c2)c2ncccc2S1(=O)=O)c1ccccc1	-5	3	2	2	4	2	4	2
COc1ccc(CNC(=O)c2ncoc2-c2ccc(OC)cc2)cc1	2	4	8	25	18	21	17	6
COCCNC(=O)c1cnc(N2CCCCC2)c2ccccc12	-4	-2	-5	-7	-7	-8	-6	-4
O=C(c1ccccc1)N1C[C@H]2CCN(S(=O)(=O)c3ccc4ncsc4c3)C[C@H]21	-5	-2	1	5	1	9	0	1
O=S1(=O)Cc2cnc(NCC3CC3)nc2[C@H]2CN(Cc3ccccc3F)C[C@H]21	-7	0	-26	-3	-11	-43	-10	-9

Next part:
SMILES	USP10 inh	UCHL1 inh	USP17 inh	USP28 block	OTUD3 inh	USP30 block	USP8 inh	USP7 inh
CC(=O)Nc1ccc(S(=O)(=O)N2CC=C[C@H]2C(=O)NCCc2ccccc2)cc1	1	0	-1	-6	-5	-6	-13	-3
Clc1ccc(-c2cnc([C@@H]3COCCN3C3CCOCC3)[nH]2)cc1	-1	1	-35	-1	-6	-16	0	-7
Cc1ccc(S(=O)(=O)N2CCN(C(=O)c3cccnc3)CC2)cc1	1	1	3	-2	5	19	2	4
CCN1[C@H]2CCN(C(=O)c3ccccc3)CC[C@@H]2Oc2ccccc2S1(=O)=O	0	-2	-4	-15	-7	-7	0	-1

From PubChem BioAssay
